ssDAF12 agonist: S. stercoralis DAF-12 nuclear receptor activators, primary screen, cell-based, luminescence, HEK293, GRIP1 co-expression, lit1-tk-luc. Nuclear hormone receptor DAF-12 (Strongyloides stercoralis). HEK293 ssDAF-12/GRIP1 lit1-tk-luc reporter; % of 3 µM dafachronic acid response. activation, % at 6.8 µM. actives 1% (n = 370,000). AID 652126, 2013;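 active = activation above the mean over all tested compounds plus 3 SD, cut at about 0.9% in these data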;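 note: 0% = DMSO-only wells and 100% = 3 µM delta7-dafachronic acid wells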
DAX1 inh-1: DAX1 (NR0B1) inhibitors, primary screen, cell-based, HEK293, Gal4-DAX1, luciferase luminescence. Nuclear receptor subfamily 0 group B member 1 (Homo sapiens), P51843. HEK293 Gal4-DAX1 luciferase reporter. inhibition, % at 6.75 µM. actives 0.99% (n = 340,000). AID 504766, 2011;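 active = inhibition above the mean over all tested compounds plus 3 SD, cut at about 4.2% in these data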;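 note: 0% = DAX1-transfected cells with DMSO and 100% = empty-vector control cells with DMSO; inhibition shows as a rise in luminescence from relieved DAX1 repression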
Target sequence (P51843 207-470 limits assumed): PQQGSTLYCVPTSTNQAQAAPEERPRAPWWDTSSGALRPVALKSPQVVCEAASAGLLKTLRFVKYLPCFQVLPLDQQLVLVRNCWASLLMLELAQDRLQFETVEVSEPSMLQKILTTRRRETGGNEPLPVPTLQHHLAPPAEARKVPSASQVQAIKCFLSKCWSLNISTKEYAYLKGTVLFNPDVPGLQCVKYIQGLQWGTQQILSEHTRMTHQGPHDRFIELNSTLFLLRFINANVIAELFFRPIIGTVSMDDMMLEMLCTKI
hgDAF-12 ag: H. glycines DAF-12 receptor agonists, primary screen, cell-based, luminescence, HEK293, GAL4 fusion, UAS-luciferase | HEK293 GAL4-hgDAF12 UAS-luciferase reporter, agonist luminescence; normalized to butyrate control | Nuclear hormone receptor DAF-12 (Heterodera glycines), GAL4 fusion | AID 687014, 2013 | actives 1.8% (n = 370,000) | activation, % at 6.8 µM;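 active = activation above a cutoff set at the mean of all screened compounds plus 3 SD, cut at about 10% in these data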;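 note: 0% = DMSO wells and 100% = sodium butyrate wells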
DAX1 inh-2: DAX1 (NR0B1) inhibitors on StAR promoter, primary screen, cell-based, luminescence, SF-1 (NR5A1), full-length DAX-1. actives 1.1% (n = 370,000). HEK293T StAR-luciferase reporter, SF-1/DAX-1 repression relief. inhibition, % at 6.8 µM. AID 652010, 2013;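 active = inhibition above the mean over all tested compounds plus 3 SD, cut at about 3.6% in these data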;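 note: 0% = DAX-1 cells with DMSO and 100% = cells lacking DAX-1 with DMSO; higher inhibition means more luminescence from relief of DAX-1 repression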
hcDAF12 agonist: H. contortus DAF-12 nuclear receptor activators, primary screen, cell-based, luminescence, HEK293, lit1-tk-luc reporter | HEK293 hcDAF-12 lit1-tk-luc reporter; 0% DMSO, 100% Δ7-dafachronic acid | actives 1.4% (n = 370,000) | activation, % at 6.8 µM;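 active = activation above the mean of all tested compounds plus 3 SD, cut at about 5.5% in these data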;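 note: 100% = response to 3 µM Δ7-dafachronic acid high control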
ADAM10 inh: human ADAM10 inhibitors, primary screen, biochemical, QFRET, HTS. Disintegrin and metalloproteinase domain-containing protein 10 (Homo sapiens), O14672. inhibition, % at 7 µM. actives 0.62% (n = 370,000). recombinant ADAM10, EDANS/DABCYL FRET peptide cleavage, 3 h;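 active = inhibition above a per-campaign cutoff equal to the mean of compounds falling between control-based bounds plus 3 SD, cut at about 20% in these data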;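 note: 0% = DMSO wells while the 100% control is not disclosed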
GC-A act: GC-A stimulated cGMP production enhancers – HEK293 GC-A cells, cGMP TR-FRET, EC30 ANP, primary screen; AID 1671463, 2021; actives 0.14% (n = 370,000); Atrial natriuretic peptide receptor 1 (Homo sapiens), P16066; 0% at EC30 ANP, 100% saturating ANP; activation, % at 10 µM; in the data active = activation above about 40%
FXN GAA850 act: FXN promoter activators, primary screen, cell-based, luciferase luminescence, HEK293 lucGAA850. AID 540364, 2011. HEK293 lucGAA850 FXN promoter luciferase reporter, 24 h; percent of 10 µM SAHA response. activation, % at 6 µM. actives 0.56% (n = 360,000);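 active = activation above the average of all compounds screened plus 3 SD, cutoff fixed separately per campaign, cut at about 7.5% in these data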;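 note: 0% = DMSO wells and 100% = 10 µM SAHA wells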
sPLA2-III inh: human group III sPLA2 inhibitors, primary screen, biochemical, QFRET, BODIPY PC-A2 liposome substrate; Group 3 secretory phospholipase A2 (Homo sapiens), Q9NZ20; QFRET BODIPY PC-A2 liposome hydrolysis, fluorescence; inhibition, % at 12.2 µM; actives 0.56% (n = 370,000); AID 743126, 2013;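 active = inhibition above mean plus 3 SD of compounds lying within the high and low control bounds, cut at about 19% in these data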;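 note: 0% = median of test compound wells and 100% = no enzyme DMSO wells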
Target sequence (Q9NZ20 whole entry, looked up): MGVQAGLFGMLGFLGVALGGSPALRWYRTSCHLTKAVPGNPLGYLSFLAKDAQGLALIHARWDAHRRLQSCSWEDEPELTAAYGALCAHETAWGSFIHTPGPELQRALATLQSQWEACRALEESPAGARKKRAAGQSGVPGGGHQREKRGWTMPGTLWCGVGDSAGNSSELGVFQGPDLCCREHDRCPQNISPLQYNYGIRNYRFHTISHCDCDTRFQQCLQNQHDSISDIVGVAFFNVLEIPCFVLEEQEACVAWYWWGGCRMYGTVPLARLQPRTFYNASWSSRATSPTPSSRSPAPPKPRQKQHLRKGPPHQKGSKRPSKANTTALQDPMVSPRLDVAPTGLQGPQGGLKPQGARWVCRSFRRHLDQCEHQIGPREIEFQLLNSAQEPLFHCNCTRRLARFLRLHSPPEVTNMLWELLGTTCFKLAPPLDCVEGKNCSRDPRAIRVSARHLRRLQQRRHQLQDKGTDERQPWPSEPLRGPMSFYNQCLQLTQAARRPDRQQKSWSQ
SMARCA2 activ: SMARCA2 (BRM) function activators, primary screen, cell-based, luminescence, high throughput; MG213 cells, MMTV-luciferase reporter, dexamethasone, overnight; actives 1% (n = 370,000); AID 652017, 2013; activation, % at 9.1 µM; in the data active = activation above about 7.8%;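 note: 0% = vehicle wells and 100% = reference activator wells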
NPR2 activator: human GC-B receptor activators, primary screen, HEK293 GC-B cells, cGMP TR-FRET, EC30 CNP; Atrial natriuretic peptide receptor 2 (Homo sapiens), P20594; activation, % at 10 µM; 0% at EC30 CNP, 100% saturating CNP; AID 1920062, 2024; actives 0.11% (n = 370,000);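 active = activation at 10 µM reaching about 35% in either raw or pattern-adjusted values, limit read from the data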
* hit, by the source's call; i = inactive; / = no result given. Compounds were not picked by outcome. Share with any hit: about 6.6%.

Screens in order: ssDAF12 agonist	sPLA2-III inh	DAX1 inh-2	NPR2 activator	SMARCA2 activ	DAX1 inh-1	ADAM10 inh	hgDAF-12 ag	hcDAF12 agonist	GC-A act	FXN GAA850 act
(1) Cn1c(=O)oc2cc(S(=O)(=O)N3CCCC3)ccc21
    -0.2	6	0.5	2	-1	0.2	0	-2.0	0.6	0	-0.9
(2) O=C(O)Cn1ncn(-c2ccc(OC(F)(F)F)cc2)c1=O
    -0.7	-2	-0.5	8	-4	3.8	-8	2.2	0.8	1	0.4
(3) CCOC(=O)CC1c2nc3ccccc3cc2CN1C(=O)OCC (configuration not stated)
    -1.2	2	-1.9	2	3	0.0	-12	-3.5	-1.2	-4	0.6
(4) CC1CCN(S(=O)(=O)c2ccc(NC(=O)C3CC3)cc2)CC1
    -1.8	12	-0.4	3	-2	-2.6	-4	-1.2	-2.0	5	1.4
(5) C[C@H](O)[C@@H]1C(=O)N2CCc3c([nH]c4c(-c5ccccc5)cccc34)[C@@H]2C[C@@H]1N(C)C(=S)Nc1ccc(C#N)cc1
    -0.9	-14	0.3	-8	-1	/	-165	-0.1	-0.5	-8	/
(6) O=C(CSc1nnc(-c2cccs2)n1Cc1ccccc1)NCc1ccc2c(c1)OCO2
    -1.5	-1	-0.5	-2	0	-0.5	-4	-0.5	-2.9	-6	-3.3
(7) O=C(/C=C/c1ccccc1[N+](=O)[O-])Nc1cc(S(=O)(=O)N2CCOCC2)ccc1N1CCOCC1
    -1.0	-5	-0.2	-6	6	1.9	0	-0.3	3.0	-5	1.2
(8) O=S(=O)(Nc1nc(CN2CCOCC2)nc2sc3c(c12)CCCC3)c1cc(F)ccc1F
    -1.4	-15	1.0	4	-3	0.3	-64	-2.0	-0.8	-4	-2.1
(9) CCCOC(=O)c1ccc(NC(=O)C(CC)CC)cc1
    -1.5	4	0.8	5	2	-0.3	1	6.1	0.3	-1	6.8
(10) Brc1ccc(-c2nnc(-c3ccccc3)c(N3CCSCC3)n2)cc1
    0.2	-2	0.2	-1	1	1.6	-5	6.9	2.3	2	1.1

One compound at a time (already shown).
CCOC(=O)CC1c2nc3ccccc3cc2CN1C(=O)OCC (configuration not stated) is listed with ssDAF12 agonist: -1.2; sPLA2-III inh: 2; DAX1 inh-2: -1.9; NPR2 activator: 2; SMARCA2 activ: 3; DAX1 inh-1: 0.0; ADAM10 inh: -12; hgDAF-12 ag: -3.5; hcDAF12 agonist: -1.2; GC-A act: -4; FXN GAA850 act: 0.6
Brc1ccc(-c2nnc(-c3ccccc3)c(N3CCSCC3)n2)cc1 is listed with ssDAF12 agonist: 0.2; sPLA2-III inh: -2; DAX1 inh-2: 0.2; NPR2 activator: -1; SMARCA2 activ: 1; DAX1 inh-1: 1.6; ADAM10 inh: -5; hgDAF-12 ag: 6.9; hcDAF12 agonist: 2.3; GC-A act: 2; FXN GAA850 act: 1.1

Part of the list above, reformatted.
entry | Structure | ssDAF12 agonist | sPLA2-III inh | DAX1 inh-2 | NPR2 activator | SMARCA2 activ | DAX1 inh-1 | ADAM10 inh | hgDAF-12 ag | hcDAF12 agonist | GC-A act | FXN GAA850 act
9 | CCCOC(=O)c1ccc(NC(=O)C(CC)CC)cc1 | -1.5 | 4 | 0.8 | 5 | 2 | -0.3 | 1 | 6.1 | 0.3 | -1 | 6.8
10 | Brc1ccc(-c2nnc(-c3ccccc3)c(N3CCSCC3)n2)cc1 | 0.2 | -2 | 0.2 | -1 | 1 | 1.6 | -5 | 6.9 | 2.3 | 2 | 1.1

New compounds follow:
Screens in order: ssDAF12 agonist	sPLA2-III inh	DAX1 inh-2	NPR2 activator	SMARCA2 activ	DAX1 inh-1	ADAM10 inh	hgDAF-12 ag	hcDAF12 agonist	GC-A act	FXN GAA850 act
(11) Cc1ccc(NC(=O)Cn2nnc(C(=O)NCc3cccs3)c2N)cc1F
    -1.0	6	0.7	-2	-1	0.1	-2	-1.8	-2.0	2	-0.5
(12) CCCCC(=O)N(C)c1c(C)nc2ccc(C(=O)NCCOc3ccc(OC)cc3)cn12
    -1.0	7	-0.8	1	-2	/	-10	4.0	0.8	0	0.2
(13) CC(NC(=O)CC(O)(C(F)(F)F)C(F)(F)F)c1ccccc1 (configuration not stated)
    -1.1	4	-0.7	4	1	-0.2	5	-0.8	1.4	3	2.7
(14) Cc1nc2cc3ccccc3cc2s1
    -1.2	12	-0.2	-3	0	3.7	-13	0.7	-1.5	-3	0.9
(15) Cc1ccc(S(=O)(=O)N2CCN(C(=O)/C=C/c3ccccc3)CC2)cc1C
    -0.3	2	-1.5	-9	-1	0.8	-11	-2.2	-1.8	-15	-0.4
(16) COc1cc(/C=C/C(=O)OCC(=O)NC(=O)NC(C)(C)C)ccc1O
    -1.3	-14	-0.5	-2	4	4.5*	-32	-0.3	0.0	1	0.0
(17) CCOC(=O)NC(=O)C(=CNc1ccccc1C)C(=O)NC(=O)OCC
    -1.1	15	-0.3	5	-2	0.3	-5	-1.0	-1.1	1	-0.6
(18) Cc1cc(C)c(S(=O)(=O)Nc2cccc(S(=O)(=O)N3CCOCC3)c2)c(C)c1
    -1.4	-20	0.0	2	-3	-0.4	13	-0.6	0.0	3	-0.6
(19) Cc1ccccc1-n1cnnc1SCC(=O)Nc1cccnc1Cl
    -1.5	-4	0.3	0	0	1.6	-2	-1.8	0.0	2	2.3
(20) COCCN(C(=O)COC(=O)Cc1c(C)nc2ccccc2c1C)c1c(N)n(CC(C)C)c(=O)[nH]c1=O
    -1.2	-1	2.2	-2	-5	-0.4	-1	-3.2	0.8	0	-0.4
(21) CCCC(=O)c1ccc(N2CCN(C(=O)c3cccs3)CC2)c(F)c1
    -1.0	-11	-0.5	-1	-3	2.9	-3	-0.8	-0.7	8	1.6
(22) Cc1ccccc1-c1cc(C(=O)O)nn1CC1CC(c2cccc([N+](=O)[O-])c2)=NO1 (configuration not stated)
    -1.3	5	0.3	0	1	-0.3	-19	-0.2	0.2	-2	0.2
(23) O=C(/C=C/c1ccc(F)cc1)NC(=S)NNC(=O)[C@H]1C[C@@H]1c1ccccc1
    -0.4	16	3.6*	2	1	0.3	6	5.5	0.4	2	2.5
(24) Cn1cc(-c2ccccc2)cc(C#N)c1=O
    -0.6	10	0.5	-8	-5	0.8	i	2.5	1.5	4	1.8
(25) NC(=O)c1c(-c2ccccc2)oc2ccc(O)cc12
    -0.8	4	0.3	-4	7	-0.1	-2	-1.7	-1.4	0	-3.1
(26) COc1cccc2cc(C(C)=O)c(=O)oc12
    -1.7	-5	-0.9	-3	3	-0.3	1	3.4	-1.7	-2	0.5
(27) Clc1ccc(-c2nc3cc(CN4CCCCC4)ccc3o2)cc1
    -0.3	5	1.1	-1	6	3.0	-5	11*	3.2	25	6.0
(28) COc1ccc(Cl)cc1C(=O)NCc1cn(C)nc1C
    -1.0	-3	-0.2	-1	3	-0.6	-3	-0.6	0.2	-2	1.6
(29) CCn1cc(C(=O)Nc2ccc(NC(=O)c3ccco3)cc2)c(=O)c2ccc(C)nc21
    -1.6	-2	0.2	-2	-3	0.5	4	-3.1	0.9	0	2.3
(30) COc1ccc(C(C)=O)cc1COc1ccc(Cl)c(C)c1
    -0.7	1	-0.8	-9	-1	-0.7	9	5.5	-1.7	11	0.7
(31) COc1ccc(C)cc1Nc1ncnc2c1nnn2Cc1ccccc1Cl
    -1.3	4	0.2	1	-5	0.6	-14	1.9	0.2	1	0.1
(32) COc1ccc(CCN(C)C2CCCN(C(=O)Cn3cccn3)C2)cc1OC (configuration not stated)
    -1.1	7	-0.2	0	0	-0.1	1	0.8	1.1	2	0.2
(33) COc1ccc(C(CCOC(=O)Oc2ccccc2)c2cc(OC)c(OC)c(OC)c2)cc1 (configuration not stated)
    -2.0	-16	-1.2	4	-3	/	11	0.5	-3.0	1	/
(34) COc1ccc2c(c1)CCN1C2CCN2C(=O)CCC21 (configuration not stated)
    -0.8	8	0.0	0	-4	-1.4	-67	0.4	0.2	4	0.3
(35) COc1ccc(N(CC(=O)NC2CC3CCC2C3)S(=O)(=O)c2ccc(C)cc2)cc1 (configuration not stated)
    -1.3	-9	0.3	-7	-2	0.9	-2	-1.2	-0.1	-2	-0.5
(36) O=C(NCC(NS(=O)(=O)OCC(Cl)(Cl)Cl)c1ccccc1)C(F)(F)F (configuration not stated)
    -1.0	7	-0.3	4	-1	0.4	5	0.3	-2.2	2	1.1
(37) CC(C)CC(c1nnnn1C(C)(C)C)N1CCN(C2CCCC2)CC1 (configuration not stated)
    -1.0	2	-0.5	2	3	1.4	0	2.1	0.1	-2	1.0
(38) COC(=O)c1cc(OC)c(OC)cc1NC(=O)CCCCCN1C(=O)CCC1=O
    -1.4	1	-0.5	-1	1	0.0	-23	0.1	-0.9	-1	-1.3
(39) Cc1ccc(C=NNC(=O)CSc2nc3sc4c(c3c(=O)n2-c2ccccc2)CCCC4)s1
    -1.0	0	-0.2	-3	-2	/	-2	-2.3	-1.2	1	/
(40) O=C(Nc1cccc(F)c1)/C(=C\c1cccnc1)NC(=O)c1ccco1
    -1.5	2	0.0	6	-4	0.0	-5	-3.4	0.3	-4	0.1

High-throughput results: PubChem BioAssay, several laboratories
